Rtt109 Vps75: C. albicans Rtt109 histone acetyltransferase inhibition | Q5AAJ8 | purified Rtt109/Vps75, ThioGlo CoA-SH fluorescence, 4 h | inhibition, % at 34.9 µM | hit rate 0.16% among 330,000;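 active = inhibition of at least 50% in every replicate; inconclusive = best replicate reaches 50% inhibition but some replicates fall short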
Target sequence (Q5AAJ8 whole entry, looked up): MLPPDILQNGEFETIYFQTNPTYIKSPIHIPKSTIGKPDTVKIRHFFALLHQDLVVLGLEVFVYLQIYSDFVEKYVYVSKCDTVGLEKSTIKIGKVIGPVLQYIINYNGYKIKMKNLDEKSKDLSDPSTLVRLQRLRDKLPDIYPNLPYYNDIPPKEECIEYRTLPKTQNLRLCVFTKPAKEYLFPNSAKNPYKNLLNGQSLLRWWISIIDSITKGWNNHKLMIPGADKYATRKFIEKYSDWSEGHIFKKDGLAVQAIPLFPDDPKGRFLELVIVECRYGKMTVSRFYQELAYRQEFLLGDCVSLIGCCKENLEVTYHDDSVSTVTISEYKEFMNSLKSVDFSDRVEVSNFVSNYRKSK
CDK5 p35 inh: inhibitors of human CDK5/p35 kinase; Q00535+Q15078; inhibition, % at 10 µM; Recombinant CDK5/p35, ADP-Glo luminescence, 60 min; AID 488839; hit rate 0.01% among 330,000;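 active = highest replicate inhibition of at least 50% and at least 75% of replicates reaching 50%; inconclusive = only one of the two criteria met; inactive = both criteria failed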;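 also: plate controls were DMSO neutral control for no effect and GW8510 at 10 µM for full effect; many of its hits are not listed in these tables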
RTF Ca sens act: cardiac RTF calcium sensitization | activation, % at 7.2 µM | hit rate 0.24% among 340,000 | IANBD-labeled TnC RTF fluorescence at EC20 calcium; 0% EC20 calcium, 100% full calcium;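 active = activation above the mean over all tested compounds plus 3 SD, cut at about 30% in these data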;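 also: rise in fluorescence read as greater calcium sensitivity of cardiac thin filaments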
Mot1-301 SUMO: blocks SUMOylation pathway, rescuing yeast Mot1-301 growth; AID 2716; growth rescue, % at 18.8 µM; hit rate 1% among 320,000; S. cerevisiae Mot1-301 growth rescue, ATP luminescence, 38.5C; percent above DMSO median, 100 means doubled;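 active = every valid replicate shows activation above 250% relative to neutral control wells; inactive = the rest, any valid replicate at or below 250%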;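 also: OY570 slx delta 5 strain wells were the positive control but not used for scaling; some compounds called inactive have numbers as strong as hits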
PvdQ inh: blocks Pseudomonas aeruginosa PvdQ acylase activity; hit rate 0.063% among 340,000; purified PvdQ acylase, fluorescence plate reader; AID 488965; inhibition, % at 10 µM; in the data active = inhibition above about 30%, passing the limit was not always enough; inconclusive = no clear call, values can overlap the other calls;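 also: 0% = vehicle neutral wells and 100% = reference inhibitor wells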
LANA DNA inh: blocks KSHV LANA C-terminal domain binding to DNA; inhibition, % at 9 µM; hit rate 0.078% among 340,000; MBP-C-LANA/FAM-LBS DNA binding, fluorescence polarization;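 active = highest replicate inhibition at or above 60% at 9 µM, even if other replicates fall short; inactive = all replicates below 60% inhibition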;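 also: 0% = neutral control wells and 100% = 4 µM acridine orange control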
Cardiac RTF inh: cardiac RTF calcium desensitization; IANBD-labeled cardiac RTF, Ca2+ fluorescence; inhibition, % at 7.15 µM; hit rate 0.12% among 340,000;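 active = inhibition above the mean inhibition of all tested compounds plus 3 SD, cut at about 17% in these data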;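 also: assay run at fixed EC70 calcium of 1.6 mM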
PfHsp90 yeast 2: reduces growth (ATP signal) of yeast expressing P. falciparum Hsp90; inhibition, % at 9.4 µM; hit rate 0.32% among 310,000; S. cerevisiae expressing PfHsp90, BacTiter-Glo ATP, 48 h; yeast lacking PDR1 and PDR3 efflux regulators; AID 504621;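 active = every replicate shows inhibition above about 80%, whatever the replicate mean, limit read from the data; inconclusive = mean inhibition reaches the set limit but some replicate falls short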;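 also: 0% = DMSO neutral controls and 100% = 20 µM radicicol positive controls; yeast relying on Plasmodium falciparum Hsp90 in place of its own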
dFosB act: enhances mouse delta FosB homodimer DNA binding | purified delta FosB, TAMRA-CDK5 oligo fluorescence polarization; percent of positive-control signal above neutral wells | activation, % at 25 µM | hit rate 0.99% among 340,000 | AID 493131;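 active = mean activation above about 17%, with every replicate also reaching it, limit read from the data, passing the limit was not always enough; inconclusive = only one of the two conditions met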;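 also: fluorescence polarization rise as delta FosB binds a TAMRA Cdk5 AP-1 oligo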
Target sequence (P13346 whole entry, looked up): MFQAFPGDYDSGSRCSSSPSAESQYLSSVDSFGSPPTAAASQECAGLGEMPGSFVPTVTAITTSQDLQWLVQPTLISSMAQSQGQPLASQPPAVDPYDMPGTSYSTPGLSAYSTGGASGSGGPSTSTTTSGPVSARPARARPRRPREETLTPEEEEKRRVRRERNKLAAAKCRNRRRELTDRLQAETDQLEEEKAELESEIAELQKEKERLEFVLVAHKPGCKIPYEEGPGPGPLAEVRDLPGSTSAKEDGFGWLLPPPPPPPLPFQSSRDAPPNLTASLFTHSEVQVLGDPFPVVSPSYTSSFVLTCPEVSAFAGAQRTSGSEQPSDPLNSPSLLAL
NSD2 HMT inh: NSD2 (human) methyltransferase inhibition; NSD2 peptide methylation, AlphaScreen, 120 min; inhibition, % at 12.5 µM; hit rate 0.54% among 310,000; in the data active = inhibition above about 50%
Keap1 Nrf2 FP: inhibitors of human Keap1-Nrf2 protein-protein interaction | inhibition, % at 9.4 µM | Q14145 | hit rate 0.15% among 340,000 | Keap1 Kelch-Nrf2 peptide fluorescence polarization, 1536-well; in the data active = inhibition above about 12%; inconclusive = no clear call, values can overlap the other calls; inactive = below about 7.3%;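 also: human Keap1 Kelch domain with fluorescein labeled Nrf2 9mer peptide probe; 0% = neutral control wells and 100% = peptide positive control; higher means more block of Keap1 binding to Nrf2 peptide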
Active calls of the source: *; i = inactive; ? = inconclusive; . = not tested or not shown.

SMILES	Rtt109 Vps75	CDK5 p35 inh	RTF Ca sens act	Mot1-301 SUMO	PvdQ inh	LANA DNA inh	Cardiac RTF inh	PfHsp90 yeast 2	dFosB act	NSD2 HMT inh	Keap1 Nrf2 FP
CC(C)CC(=O)Nc1cccc(NC(=O)c2ccccc2Cl)c1	-9	1.0	-4	-21	6	-0.9	11	-17	-3	-2	-2
Cc1ccnc(NC(=O)CN2C(=O)c3ccccc3C2=O)c1	-1	4.2	-2	-13	1	1.9	0	-10	4	0	4
Cn1c(-c2ccccc2F)cc2onc(-c3ccccc3)c2c1=O	1	0.4	-3	10	2	-0.3	-4	12	4	.	1
CCCCN1C(=O)C(O)(CC(=O)c2ccco2)c2cc(Br)ccc21 (centres undefined)	-2	0.2	4	-13	1	0.1	5	16	-5	.	-4
CCC1Sc2ccccc2N(CC(=O)NC2CC2)C1=O (centres undefined)	-4	0.5	2	.	-15	-0.7	0	11	-3	2	2
CC(c1ccccc1)N1C(=O)c2ccccc2C1O (centres undefined)	-1	-0.1	1	8	0	1.0	3	4	-1	.	3
CC(C)c1cc(=O)n2[nH]c(N)nc2n1	-2	0.8	-1	8	8	-1.2	-7	7	7	2	-5
COc1ccc(CNC(=O)CS(=O)(=O)Cc2nc(-c3cccc(OC)c3)oc2C)cc1	5	.	-4	-10	4	0.9	-1	5	-5	8	-1
C=CC[n+]1c(-c2ccc(Cl)cc2Cl)csc1Nc1ccc(NC(C)=O)cc1	9	1.4	1	25	8	-0.3	-1	-10	-10	.	-1
CC(=O)c1ccc(N2Cc3ccccc3/C2=N\C(=O)Nc2ccc(Cl)cc2)cc1	7	0.3	6	.	-7	-5.3	-25	-62	-13	0	-4
Cc1c(CNC2CCCC2)c(C(=O)O)c(C)n1Cc1ccccc1	-4	-0.1	-6	9	12	0.2	14	5	3	0	1
Nc1c(C(=O)N2CCOCC2)sc2nc(N3CCOCC3)c3c(c12)CCCC3	5	2.6	6	16	-21	1.2	0	0	-6	1	-5
CCOC(=O)c1ccccc1NC(=O)COC(=O)C1=COCCO1	-6	-0.4	-4	286*	-7	0.0	-3	1	-11	1	-2
COc1cccc(Nc2cc(C)c3ccccc3n2)c1	-10	2.8	-1	-4	-13	-0.1	-7	3	-5	-12	-2
COc1cc(C(=O)NCC(=O)NCCN2C(=O)S/C(=C\c3ccccc3Cl)C2=O)cc(OC)c1OC	-15	-0.6	1	i	-14	-0.5	-8	.	-9	-1	-7
COc1ccc(C(CC(=O)O)NS(=O)(=O)c2ccc3c(c2)N(C(C)=O)CC(C)O3)cc1 (centres undefined)	14	-0.6	-9	0	-7	-0.7	2	1	-3	-2	2
COc1ccc(C2=NC(CO)(CO)CO2)cc1	-1	-3.4	0	-12	-13	1.1	-16	20	-2	-3	0
CCS(=O)(=O)N1N=C(c2ccc(NS(C)(=O)=O)cc2)CC1c1ccccc1 (centres undefined)	6	0.5	5	13	0	-0.6	3	1	46*	-4	-1
COc1ccc(OCc2cc(C(=O)N(C)C3CCOC3)no2)c(Cl)c1 (centres undefined)	-5	-0.5	-1	-7	12	0.4	-4	7	-5	-1	-5
CN(CC(=O)Nc1ccccc1Cl)C(=O)COC(=O)c1ccc([N+](=O)[O-])cc1Cl	-2	0.2	-1	-35	-14	-0.4	-1	24	-6	-1	-1
CCOC(=O)c1sc(NC(=O)CCN2CCN(CC)CC2)c(C(=O)OCC)c1C	-7	2.9	-2	-10	-6	-0.9	-4	-9	-30	5	-5
Cn1cccc1/C=C1/SC(=S)N(CC(=O)O)C1=O	-1	-0.2	20	-8	0	-20	-27	16	-2	.	-61
C/C(CC(=O)NCc1ccco1)=N\NC(=O)Cc1ccc(Cl)cc1	16	-0.4	6	9	-18	3.7	-7	20	6	1	-2
CN(C)S(=O)(=O)c1ccc(S(=O)(=O)NCc2cccs2)cc1	-1	0.5	6	0	-6	-2.2	1	20	-4	3	-1
COc1ccccc1-n1cnnc1SCC(=O)c1ccc[nH]1	.	-3.5	-1	2	-15	-1.6	-9	13	5	0	-2
O=C(CCOc1ccccc1)Nc1ccccc1[N+](=O)[O-]	1	0.0	2	-21	-2	0.3	-3	7	3	40	-2
Cc1nn(-c2ccc(F)cc2)c(Cl)c1/C=C(\CCC(=O)O)c1nc2ccccc2s1	6	-2.1	-5	3	-2	0.8	4	5	-5	-3	3
O=c1oc(-c2cccc([N+](=O)[O-])c2)nc2ccccc12	0	0.0	5	-9	-5	-0.8	1	14	-1	2	-8
CCOC(=O)C1CCCn2c1nc1sc3c(c1c2=O)CCCC3 (centres undefined)	-5	1.2	2	-1	-2	-1.6	-2	-5	-8	5	-7
CCn1cc(C(=O)NCC2CCCO2)c(=O)c2cc(S(=O)(=O)N(C)C3CCCCC3)ccc21 (centres undefined)	-7	-1.5	8	-6	-6	0.7	-6	-36	-5	.	-3
Cc1c(Cl)cccc1NC(=O)CCCn1nc([N+](=O)[O-])cc1C	-5	-0.4	-3	-11	8	-1.4	-4	-11	0	-7	0
Brc1ccc(/C=N/Nc2ccc3ccccc3n2)cc1	.	6.9	9	62	23	0.4	-5	2	-6	0	4
O=C1O[C@H]([C@@H](O)CO)C(O)=C1O	-8	-7.8	7	162	-16	-2.4	0	12	2	.	-9
CCOC(=O)C1CCN(S(=O)(=O)c2nc3nc(C)cc(C)n3n2)CC1	1	-2.0	-11	-12	-6	-1.2	-3	-4	2	1	-3
CCn1c(CNC(=O)c2cccs2)nnc1SCC(=O)Nc1cc(Cl)ccc1C	7	1.9	-1	15	2	0.0	-3	.	-14	-1	3
O=C(Nc1ccc2c(c1)OCCO2)C1CC(c2ccccc2Cl)=NO1 (centres undefined)	-2	0.9	-1	-8	-11	1.0	-7	-68	-7	0	-2
CCOC(=O)C1CCN(Cc2nnc(-c3cccc(Br)c3)o2)CC1	-21	-0.1	3	2	-12	-1.2	-6	-10	0	-2	-4
CC(=O)c1cccc(OCc2cc(C(=O)N(C)Cc3cnccn3)no2)c1	-2	1.9	2	-8	-7	0.4	-8	11	-8	0	1
CC1=C(C(=O)OC(C)C)C(c2coc3ccccc3c2=O)C2=C(CCCC2=O)N1 (centres undefined)	2	-1.1	1	-5	-14	-0.7	-8	23	-5	7	-5
CCCn1c(C(Cc2ccccc2)NC(=O)COC)nc2ccccc21 (centres undefined)	-8	-0.1	-4	-24	-5	2.1	-8	8	-3	.	-1
CSc1nc2ncnc(N)c2[nH]1	1	4.0	.	-22	-9	4.3	.	-2	-3	1	?
C=CCn1c(COc2cc(C)ccc2C(C)C)nnc1SCC(=O)c1c(N)n(C)c(=O)n(C)c1=O	.	0.1	2	1	2	0.5	-1	-23	1	2	-3
CCN(CC)C(=O)c1ccccc1NC(=O)CN1C(=O)c2ccccc2C1=O	-17	1.1	5	-20	-9	-0.5	-7	.	-7	-3	1
C[N+]1(CC(O)c2ccccc2)CCCCCC1 (centres undefined)	-6	-1.6	-1	462	-7	0.5	2	-2	-2	-3	1
O=C(Nc1ccc(F)cc1)c1cc(S(=O)(=O)N2CCOCC2)cs1	0	0.2	-4	-7	-12	1.5	-1	-20	-6	-3	4
O=C(O)C(Cc1cc(Cl)ccc1Cl)Sc1nc2ccccc2[nH]1 (centres undefined)	-6	-1.9	1	-10	-6	1.0	-3	-26	4	0	-2
CCCCCC(=O)NNC(=O)Nc1ccccc1	3	0.2	0	0	-8	0.6	3	7	8	-3	-4
COc1ccc2nc(NNC(=O)COc3ccccc3)sc2c1	5	-0.6	-3	-1	-4	-0.6	1	-4	0	1	-2
CC(NC(=O)CSc1n[nH]c(=O)n1C1CC1)C12CC3CC(CC(C3)C1)C2 (centres undefined)	6	-0.8	-4	-3	-9	-3.5	-6	4	-10	-14	-1
CCOc1cc(/C=N/N=C(/N)c2nonc2N)cc(Br)c1OCc1ccc(Cl)cc1	-5	1.3	9	.	7	0.4	4	.	34*	0	-4
O=S(=O)(NC1CC1)c1ccc(S(=O)(=O)N(Cc2ccccn2)C2CC2)cc1	2	-0.5	-2	115	-2	-0.4	6	12	0	.	0
O=C(N/N=C/c1cccs1)c1cccc2cc[nH]c12	-7	0.2	2	12	-7	1.9	-9	-5	-5	10	2
COCCNC(=O)C(c1cccs1)N(C(=O)Cn1nnc2ccccc21)c1cccc(C)c1 (centres undefined)	-8	0.1	3	2	-12	2.1	0	14	-5	17	2
COc1ccc(Cc2nnc(Nc3c(C)cccc3C)o2)cc1OC	2	6.9	0	11	6	-1.3	-2	-3	6	0	-4
COCC(=O)Nc1cc(Cl)ccc1C	-4	-1.0	-4	5	-1	-1.5	-3	-21	9	7	7
O=C(COC(=O)c1cc(S(=O)(=O)NCc2ccccc2)ccc1O)c1cc2ccccc2o1	0	0.4	3	-21	4	3.2	-7	14	-9	.	2
C=CCNC(=O)Nc1ccc2nc(C)sc2c1	-3	0.4	0	510	-4	0.6	-3	-7	9	1	-2
Cn1cc(S(=O)(=O)N2CCCC(C(=O)O)C2)cn1 (centres undefined)	8	-1.7	6	2	-10	2.2	-12	-14	-1	1	2
CCCCn1ccnc1C(=O)c1ccc(S(=O)(=O)N2CCCC2)cc1	15	2.1	3	-6	5	-2.3	-3	0	-7	1	-2
O=c1[nH]c2ccc(NC(=S)Nc3ccc(F)cc3)cc2[nH]1	6	-0.4	0	-1	-4	0.2	3	-4	-7	3	-7

Copied from the list.
O=C(N/N=C/c1cccs1)c1cccc2cc[nH]c12 in Rtt109 Vps75 → -7
O=C(COC(=O)c1cc(S(=O)(=O)NCc2ccccc2)ccc1O)c1cc2ccccc2o1 in RTF Ca sens act → 3

(more compounds)
SMILES	Rtt109 Vps75	CDK5 p35 inh	RTF Ca sens act	Mot1-301 SUMO	PvdQ inh	LANA DNA inh	Cardiac RTF inh	PfHsp90 yeast 2	dFosB act	NSD2 HMT inh	Keap1 Nrf2 FP
O=C1/C(=C\c2cc([N+](=O)[O-])ccc2O)SC(=S)N1Cc1ccc(Cl)cc1	-3	-1.3	135*	74	0	-5.9	-183	12	-2	2	-29
CC(=O)Nc1ccc(NC(=O)c2cc(S(=O)(=O)N3CCCCC3)ccc2N2CCOCC2)cc1	11	-0.7	-5	.	-7	-1.1	9	14	-3	-2	-4
NC(=O)c1nsc(C(=O)N(CC(=O)NCc2ccccc2)c2ccc(F)cc2)c1N	-2	3.6	-1	14	-18	-1.1	-42	-4	-8	.	0
O=C(Nc1ccc(Cl)cc1)c1ccc(Br)cc1F	.	1.7	3	7	-10	0.7	-1	7	-10	-5	-5
COc1ccc2nc(SCC(=O)/C(C#N)=C(\C)N)[nH]c2c1	-3	1.0	1	12	0	1.1	0	.	5	-3	-4

Assay outcomes as filed in PubChem.
